Screening data: PubChem, several laboratories
SRC2 TRFRET art – counter-screen for PPARgamma SRC-2 recruitment agonists: TR-FRET artefact; hit rate 0.4% among 200,000; TR-FRET ratio at 8 µM; hits give high values; in the data active = TR-FRET ratio above about 2000; also: inactives centre near 1500
STAT3 act – activators of IL-6 induced STAT3 signaling | U3A cells, IL-6 STAT3-luciferase reporter, luminescence; 100% = signal with IL-6 EC80 alone | activation (% of control), % at 5.6 µM | hit rate 0.91% among 190,000 | AID 871;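 active = activation above the screen-wide mean of compound activation plus 3 SD, cut at about 130% in these data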;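 also: 0% = background luminescence of wells with medium and substrate only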
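system = STAT3-luciferase reporter U3A cells | reagent = IL-6 stimulus at 33 ng/mL final | timing = 1 h compound pre-exposure, 6 h IL-6 stimulation, 37 °C | measured by = luminescence | evaluation = % activation versus median of IL-6-stimulated wells | control set = IL-6-only wells as 100% reference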
RAM network inh – inhibitors of the yeast RAM network; hit rate 1.8% among 190,000; inhibition, % at 50 µM; S. cerevisiae dse1pr::URA3 reporter, 5-FOA growth OD615, 2 d; analog-sensitive cbk1-as2 kinase mutant strain;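 active = inhibition above a set limit, 3 SD over mean compound inhibition, cut at about 8.4% in these data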;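 also: 0% = DMSO-only wells with no growth and 100% = 10 µM 1-NA-PP1 full growth; inhibition rescues growth on 5-FOA so higher OD means more RAM inhibition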
PPARg SRC3 recr – promotes SRC-3 coactivator recruitment by human PPARgamma; biochemical PPARgamma/SRC-3 coactivator recruitment assay; activation, % at 8 µM; hit rate 0.26% among 200,000; AID 731; in the data active = activation above about 23%;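 also: 0% = DMSO and 100% = reference agonist; some compounds past the cut are filed as inactive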
STAT1 inh – inhibitors of IFN-gamma induced STAT1 signaling; NIH 3T3 STAT1-luciferase reporter, luminescence; inhibition, % at 5.5 µM; hit rate 0.35% among 200,000; AID 920;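 active = inhibition above a set limit, the mean inhibition across all tested compounds plus 3 SD, cut at about 34% in these data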;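 also: 0% = IFN-gamma with DMSO and 100% = IFN-gamma with 300 µM nifuroxazide; values of inactives mirror those of a sister screen read the other way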
PPARg SRC2 recr – PPARgamma-driven SRC-2 recruitment agonism; PPARgamma LBD-SRC-2 recruitment, biochemical; activation, % at 8 µM; hit rate 0.34% among 200,000; AID 1032; in the data active = activation above about 22%;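 also: 0% = vehicle and 100% = reference agonist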
TLR4-MyD88 BLA – TLR4-MyD88 interaction inhibition in cells. HeLa CL3-4 TLR4/MyD88 BLA complementation, FRET ratio. inhibition, % at 8.4 µM. hit rate 0.18% among 200,000. AID 861; in the data active = inhibition above about 25%;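 also: 0% = vehicle and 100% = reference inhibitor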
Target sequence (O00206 whole entry, looked up): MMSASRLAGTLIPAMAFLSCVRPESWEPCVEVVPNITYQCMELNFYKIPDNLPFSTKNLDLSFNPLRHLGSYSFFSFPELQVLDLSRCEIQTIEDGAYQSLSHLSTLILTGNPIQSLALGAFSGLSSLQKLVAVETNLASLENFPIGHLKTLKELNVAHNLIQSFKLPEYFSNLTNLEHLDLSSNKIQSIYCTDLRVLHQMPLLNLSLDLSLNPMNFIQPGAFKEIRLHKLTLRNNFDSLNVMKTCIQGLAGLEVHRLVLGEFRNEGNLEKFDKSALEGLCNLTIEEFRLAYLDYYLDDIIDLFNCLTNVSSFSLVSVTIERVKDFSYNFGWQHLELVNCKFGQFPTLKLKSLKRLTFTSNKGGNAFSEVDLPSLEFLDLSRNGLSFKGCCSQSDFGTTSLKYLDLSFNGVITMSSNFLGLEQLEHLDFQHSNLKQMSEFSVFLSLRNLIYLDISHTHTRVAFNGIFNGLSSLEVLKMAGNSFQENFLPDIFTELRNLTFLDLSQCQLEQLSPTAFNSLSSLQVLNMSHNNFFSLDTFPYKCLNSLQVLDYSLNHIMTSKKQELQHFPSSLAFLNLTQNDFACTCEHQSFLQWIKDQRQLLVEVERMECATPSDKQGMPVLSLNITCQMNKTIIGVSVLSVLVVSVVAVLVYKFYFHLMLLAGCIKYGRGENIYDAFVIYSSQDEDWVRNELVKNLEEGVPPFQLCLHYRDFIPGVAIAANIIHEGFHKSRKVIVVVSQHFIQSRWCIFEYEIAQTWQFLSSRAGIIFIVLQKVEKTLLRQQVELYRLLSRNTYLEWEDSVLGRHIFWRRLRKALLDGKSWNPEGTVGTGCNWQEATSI
Target sequence (Q99836 whole entry, looked up): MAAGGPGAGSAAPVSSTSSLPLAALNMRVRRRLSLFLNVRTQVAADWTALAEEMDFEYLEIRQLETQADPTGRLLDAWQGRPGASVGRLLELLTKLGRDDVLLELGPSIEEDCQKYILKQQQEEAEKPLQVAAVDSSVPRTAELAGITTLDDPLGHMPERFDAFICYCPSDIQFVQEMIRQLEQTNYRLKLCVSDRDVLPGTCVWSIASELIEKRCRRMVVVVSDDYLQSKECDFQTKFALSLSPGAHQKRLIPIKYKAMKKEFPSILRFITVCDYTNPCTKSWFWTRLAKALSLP
S1P3 antagonist – S1P3 (human) receptor antagonism. hit rate 0.27% among 170,000. inhibition, % at 4.98 µM. AID 485. Q99500. CHO S1P3 NFAT-BLA reporter, FRET fluorescence, antagonist mode;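 active = inhibition above the plate cutoff, the mean inhibition of test wells on that plate plus 3 SD, cut at about 28% in these data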;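 also: cells challenged with S1P at its EC80 of 0.8 µM; blue over green emission ratio from cleaved BLA substrate after 4 h stimulation; 0% = S1P-stimulated wells and 100% = unstimulated DMSO-only wells; some compounds past the cut are filed as inactive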
PPARg SRC1 recr – agonists of human PPARgamma SRC-1 coactivator recruitment. P37231. AID 631. hit rate 0.41% among 200,000. activation, % at 8 µM. PPARgamma-SRC-1 coactivator recruitment biochemical assay; in the data active = activation above about 19%;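 also: 0% = DMSO and 100% = reference agonist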
ROMK primary – modulates human ROMK potassium channel activity. P48048. Tet-inducible ROMK, thallium flux fluorescence; actives lie on both sides. B-score at 10 µM. hit rate 2% among 130,000;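 active = signal ratio slope over the read window, or its plate-corrected B-score, at least 3 SD from the plate mean, either direction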;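 also: B-score of the F/F0 ratio slope over 7 to 12 s after thallium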
STAT3 inh – STAT3 signaling inhibition | U3A cells, IL-6 STAT3-luciferase reporter, luminescence; host cell line lacks STAT1 | inhibition, % at 5.5 µM | hit rate 0.89% among 190,000;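 active = inhibition above the mean inhibition across all screened compounds plus 3 SD, cut at about 44% in these data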;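 also: 0% = DMSO only wells and 100% = 100 µM nifuroxazide control wells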
Numbers without * were called inactive; . = no result given.

SMILES	SRC2 TRFRET art	STAT3 act	RAM network inh	PPARg SRC3 recr	STAT1 inh	PPARg SRC2 recr	TLR4-MyD88 BLA	S1P3 antagonist	PPARg SRC1 recr	ROMK primary	STAT3 inh
COCCN(C(C)=O)c1nnc(-c2cnccn2)s1	1322	94	1.1	-3	-1	-3	-16	-52	-1	0.49	13
O=C(CCn1cccc1)NCc1ccccc1	1691	106	2.1	12	-3	-5	11	-27	8	-0.37	-2
CCCN(CCC)CCCNC(=O)c1cn(CCOC)c(=O)c2c1c1ccccc1n2C	1717	107	-0.3	7	3	7	-1	-72	9	.	-3
COc1ccc(Cl)cc1Nc1nc(C)cc(C)c1C(N)=O	1338	111	2.0	4	-1	3	-4	.	-1	.	-12
CCCCCNC(=O)CCCCn1c(=O)[nH]c2cc(OCC)c(OCC)cc2c1=O	1477	102	-0.5	11	0	7	3	-2	6	-0.12	2
C=C(C)CSc1nc(N)c2c(C)c(C)sc2n1	1433	95	5.6	3	-26	8	-2	46	0	.	13
O=C(CCC1COc2ccccc2O1)Nc1cccnc1 (stereo unspecified)	1467	93	-0.1	-1	16	8	-5	-4	3	.	11
Cc1cc(C(=O)NCCCN(C)C)c2ccccc2n1	1494	104	1.7	-1	-6	-6	-7	6	1	0.16	6
Cc1ccc(C(=O)Nc2c(C)cc(-c3ccccc3)oc2=O)cc1	1589	99	2.4	2	-9	4	-6	-9	-3	0.98	5
Cc1ccc2[nH]c3c(c2c1)CN(C)CC3	1601	107	0.6	-5	0	-5	-11	.	0	.	-5
CCS(=O)(=O)N1CCCC(C(=O)NCc2ccc(C)cc2)C1 (stereo unspecified)	1449	101	-0.3	-1	-9	-4	2	3	0	-0.0017	7
Cc1nnc(NC(=O)C2COc3ccccc3O2)s1 (stereo unspecified)	1392	116	-0.3	-8	-33	-4	-5	16	-4	.	-14
Cn1c(Cc2ccccc2)n[nH]c1=S	1737	100	2.1	5	-1	18	-4	-2	1	0.055	1
CCOc1cc(/C=C2/NC(=S)NC2=O)ccc1OCc1ccc([N+](=O)[O-])cc1	1570	100	4.0	5	14	7	-8	.	3	.	4
O=C1CC(N2CCSCC2)C(=O)N1CCc1ccccc1 (stereo unspecified)	1638	99	0.6	-9	-2	8	6	5	1	0.83	3
COc1ccc(Cl)cc1NC(=O)CC(C)=O	1446	101	0.2	-1	-4	1	-10	6	-7	.	4
Cc1nn(CC(=O)c2ccc(Cl)s2)c(C)c1[N+](=O)[O-]	1868	100	0.5	5	-18	12	-3	2	7	-0.12	6
CCCOc1ccc(C2C(C(=O)c3ccco3)=C(O)C(=O)N2CCCn2ccnc2)cc1 (stereo unspecified)	1725	102	1.7	24	-7	14	4	-16	19*	0.017	1
COC(=O)Nc1ccc(S(=O)(=O)N(C)C)cc1	1450	102	0.1	2	0	-10	3	1	-2	.	1
CCOC(=O)COc1ccc(S(=O)(=O)N2CCN(c3ccc(OC)cc3)CC2)cc1	1547	107	3.8	-1	-4	2	0	-5	6	-1	-6
Cc1ccc(Oc2ccc(S(=O)(=O)N3CCOCC3)cc2C(N)=O)c(-n2nc3ccccc3n2)c1	1348	106	0.3	2	-2	2	-5	14	-2	.	-3
O=C(CSc1nnc(-c2ccc3c(c2)OCO3)o1)Nc1ncc(C(F)(F)F)cc1Cl	1440	103	3.6	-1	-3	-9	4	3	6	0.23	4
COc1cc(OC)cc(C(=O)NC(C(=O)O)C23CC4CC(CC(C4)C2)C3)c1 (stereo unspecified)	1454	106	0.4	0	-11	3	0	-29	-3	-0.045	-6
CC1(C)CC(=O)C/C(=N/Nc2nc3ccccc3s2)C1	1590	115	4.0	6	-3	-6	2	1	7	0.67	-13
O=C(c1nn(Cc2ccccc2)c(=O)c2ccccc12)N1CCN(C/C=C/c2ccccc2)CC1	1718	98	0.4	11	9	13	1	.	9	.	7
O=C(CN1C(=O)NC(Cc2c[nH]c3ccccc23)C1=O)Nc1cccc(S(=O)(=O)N2CCCC2)c1 (stereo unspecified)	1540	91	3.1	5	-4	1	-8	3	10	1.1	15
COc1ccc(-c2nn(-c3ccccc3)cc2C(=O)O)cc1OC	1582	97	2.2	1	5	3	-6	.	1	-0.12	4
Cc1ccc(OCC(=O)N2N=C(c3ccc(Cl)cc3)CC2c2ccco2)c([N+](=O)[O-])n1 (stereo unspecified)	1743	101	5.9	3	3	5	-11	4	7	0.19	6
Nc1nc(-n2cnnc2)nn1-c1ccccc1	1487	112	0.1	0	-9	3	2	-24	-2	0.18	-9
O=C(Nc1ccc(-c2nc3ccccc3o2)cc1)c1cccnc1	1409	88	-1.1	-11	-72	-6	0	.	-6	.	18
CCOC(=O)C1=C(C)N=C2SC(C)C(=O)N2C1c1cccc(F)c1 (stereo unspecified)	1483	100	4.7	-4	-6	2	-3	.	6	-2.2	0
C/C(=N/NC(=O)c1ccoc1C)c1cccc(NC(=O)C(F)(F)F)c1	1588	106	1.7	-4	-63	-1	-6	-3	-2	-0.11	-6
COc1ccc(OC)c(Nc2ccc(C(=O)O)cc2[N+](=O)[O-])c1	1567	96	0.6	2	2	-2	10	-10	2	.	7
O=S(=O)(c1ccccc1)N1N=C(c2cccs2)CC1c1ccc(F)cc1 (stereo unspecified)	1410	90	5.0	-7	10	6	1	.	-6	-0.17	17
COC(=O)C(CCSC)NC(=O)Cn1ncc2c(=O)oc3ccc(C)cc3c21 (stereo unspecified)	1520	105	1.8	0	-6	4	-2	-21	0	.	-6
COC(=O)N1[C@H](Cc2ccccc2)C=C[C@]1(C)C(=O)NCc1ccccn1	1575	98	1.8	-2	-10	5	9	-9	6	-0.005	0
CC(C)(C)Cc1nc(-c2ccc(Cl)cc2)no1	1297	105	1.6	6	11	5	8	.	-1	0.073	-1
CCCN(CCC)C(=O)CSc1nc2ccsc2c(=O)n1NC(=O)c1ccccc1	1579	107	1.9	1	-1	6	-5	.	11	.	-4
CCCCOc1ccc(C(=O)NCC2(c3ccccc3)CCOCC2)cc1	1494	92	-0.6	6	3	11	0	.	-4	-0.095	15
Cc1ccccc1NS(=O)(=O)c1ccc(NC(=O)c2ccco2)cc1	1587	96	0.9	-1	6	-5	3	17	6	-0.31	7
COc1ccc(OCC(=O)NCCC2=CCCCC2)c([N+](=O)[O-])c1	1639	98	0.9	1	-14	7	3	-3	-2	-0.7	7
COc1ccc(C(=O)N/N=C/c2c(C)[nH]c(=O)[nH]c2=O)cc1	1657	93	1.1	2	4	7	-5	-17	11	0.56	15
CC(C)C[C@@H]1NC(=O)[C@H](C(C)C)NC(=O)c2cc([N+](=O)[O-])cc(I)c2OCC[C@@H](C(N)=O)NC1=O	1337	105	2.4	5	-5	6	-6	-20	7	0.12	-9
O=c1c2ccccc2[nH]c(=S)n1CCC1=CCCCC1	1629	98	4.1	2	-1	7	-1	-8	5	0.18	2
O=C(O)c1ccccc1C(=O)Nc1ccc(Oc2cccc3ccccc23)cc1	1298	81	3.6	3	63*	-9	2	10	5	0.35	29
COc1cc(NC(=O)CN2C(=O)NC(C)(CCC(C)C)C2=O)cc(OC)c1 (stereo unspecified)	1677	100	2.1	-9	3	6	-2	-17	4	.	10
CCCCc1ccc(NC(=S)N2CCCC(CO)C2)cc1 (stereo unspecified)	1637	108	1.9	2	-30	10	-3	-17	-4	0.25	-9
Cc1cccc2cc(C#N)c(N3CCCC3)nc12	1511	88	3.9	-14	8	-8	1	-26	8	-0.082	17
CSc1nnc(-c2ccccc2)n1N	1470	106	0.0	4	-15	5	-4	16	7	.	-1
CCn1c(SC)nnc1-c1nnc(SC)n1CC	1614	102	-0.1	-12	3	-2	-7	.	0	0.027	-1
Cc1sc2c(=O)n3c(nc2c1C(=O)NCCCN1CCOCC1)CCCCC3	1507	103	1.7	11	5	17	10	-18	15	.	2
CCCCn1c(SCC(=O)Nc2cccc(C)n2)nnc1-c1ccco1	1557	99	0.5	1	13	3	4	-28	14	-0.69	5
COc1cccc2cc(C(C)OC(=O)Nc3ccc(C)cc3)oc12 (stereo unspecified)	1463	97	6.0	-1	-3	-6	-1	-18	2	-2.3	14
C/C(CC(=O)Nc1ccc(N(C)C)cc1)=N\NC(=O)C(=O)NCc1ccccc1	1672	96	0.6	3	-6	2	-4	-8	10	0.041	10
COc1ccccc1-c1nc(C#N)c(N2CC(C)CC(C)C2)o1 (stereo unspecified)	1670	97	4.2	0	-7	10	3	-17	-6	-0.068	8
COc1ccc(Cl)cc1N1Cc2ccccc2C1	1694	125	2.7	3	3	-2	3	.	2	0.3	-23
COc1cccc(-c2cc(C(=O)Nc3cc(C)n(Cc4ccc(Cl)cc4)n3)no2)c1	1543	58	2.9	-2	-5	7	-11	33	0	.	55*
CN(NC(=O)c1ccc(Cl)cc1Cl)C1=NS(=O)(=O)c2ccccc21	1752	96	4.7	2	-4	5	-9	-17	12	-0.047	6
O=C1CC(N2CCN(Cc3ccccc3)CC2)C(=O)N1c1ccccc1 (stereo unspecified)	1460	104	0.9	3	6	6	7	-16	8	.	1
Cc1ccc(-c2csc3ncn(-n4c(C)ccc4C)c(=O)c23)o1	1646	104	2.1	17	0	19	3	-8	1	.	-1

(list continues)
SMILES	SRC2 TRFRET art	STAT3 act	RAM network inh	PPARg SRC3 recr	STAT1 inh	PPARg SRC2 recr	TLR4-MyD88 BLA	S1P3 antagonist	PPARg SRC1 recr	ROMK primary	STAT3 inh
COC(=O)CSc1nc(N)c2c3c(sc2n1)C(c1ccccc1)SC(c1ccccc1)C3 (stereo unspecified)	1401	109	6.0	5	-2	0	-1	-11	5	.	-10
CSc1nnc(C)c(=O)n1COC(=O)/C=C/c1ccccc1	1670	95	1.4	1	10	-1	1	-5	-5	-0.48	13
O=C(CCCOc1ccccc1)Nc1ccc(S(=O)(=O)N2CCOCC2)cc1	1458	100	2.2	2	4	2	1	-1	4	.	0
CCOc1ccc(CCNC(=O)COC(=O)c2cccnc2OCC)cc1OCC	1603	103	0.0	3	-7	3	-4	.	0	-0.003	2

4 entries drawn at random from the list so far, as already listed:
SMILES	SRC2 TRFRET art	STAT3 act	RAM network inh	PPARg SRC3 recr	STAT1 inh	PPARg SRC2 recr	TLR4-MyD88 BLA	S1P3 antagonist	PPARg SRC1 recr	ROMK primary	STAT3 inh
CSc1nnc(C)c(=O)n1COC(=O)/C=C/c1ccccc1	1670	95	1.4	1	10	-1	1	-5	-5	-0.48	13
O=C(CCCOc1ccccc1)Nc1ccc(S(=O)(=O)N2CCOCC2)cc1	1458	100	2.2	2	4	2	1	-1	4	.	0
COC(=O)CSc1nc(N)c2c3c(sc2n1)C(c1ccccc1)SC(c1ccccc1)C3 (stereo unspecified)	1401	109	6.0	5	-2	0	-1	-11	5	.	-10
CCOc1ccc(CCNC(=O)COC(=O)c2cccnc2OCC)cc1OCC	1603	103	0.0	3	-7	3	-4	.	0	-0.003	2
